Screening data (PubChem BioAssay)
SENP6 block: inhibitors of human SENP6 protease; Q9GZR1; Recombinant SENP6 catalytic domain, aminoluciferin luminescence; 1.8% of 330,000 active; AID 2599; inhibition, % at 10 µM;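 active = inhibition above about 50% at the single tested dose, limit read from the data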;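 also: plate controls were DMSO wells with enzyme for no effect and DMSO wells lacking enzyme for full effect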
ATG4B inh: ATG4B (human) cysteine protease inhibition. inhibition, % at 8.33 µM. ATG4B cleavage of LC3-PLA2, NBD-HPC fluorescence, 1 h. 0.51% of 340,000 active. Q9Y4P1; in the data active = inhibition above about 40%
HKDC1 inh: blocks human hexokinase HKDC1 activity; AID 493160; 0.16% of 340,000 active; Q2TB90; recombinant HKDC1, G6PDH/diaphorase resazurin coupled fluorescence; inhibition, % at 20 µM;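 active = inhibition above about 35% when tested at 20 µM, limit read from the data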;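 also: plate controls were DMSO wells with enzyme for no effect and DMSO wells lacking enzyme for full effect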
Target sequence (Q2TB90 whole entry, looked up): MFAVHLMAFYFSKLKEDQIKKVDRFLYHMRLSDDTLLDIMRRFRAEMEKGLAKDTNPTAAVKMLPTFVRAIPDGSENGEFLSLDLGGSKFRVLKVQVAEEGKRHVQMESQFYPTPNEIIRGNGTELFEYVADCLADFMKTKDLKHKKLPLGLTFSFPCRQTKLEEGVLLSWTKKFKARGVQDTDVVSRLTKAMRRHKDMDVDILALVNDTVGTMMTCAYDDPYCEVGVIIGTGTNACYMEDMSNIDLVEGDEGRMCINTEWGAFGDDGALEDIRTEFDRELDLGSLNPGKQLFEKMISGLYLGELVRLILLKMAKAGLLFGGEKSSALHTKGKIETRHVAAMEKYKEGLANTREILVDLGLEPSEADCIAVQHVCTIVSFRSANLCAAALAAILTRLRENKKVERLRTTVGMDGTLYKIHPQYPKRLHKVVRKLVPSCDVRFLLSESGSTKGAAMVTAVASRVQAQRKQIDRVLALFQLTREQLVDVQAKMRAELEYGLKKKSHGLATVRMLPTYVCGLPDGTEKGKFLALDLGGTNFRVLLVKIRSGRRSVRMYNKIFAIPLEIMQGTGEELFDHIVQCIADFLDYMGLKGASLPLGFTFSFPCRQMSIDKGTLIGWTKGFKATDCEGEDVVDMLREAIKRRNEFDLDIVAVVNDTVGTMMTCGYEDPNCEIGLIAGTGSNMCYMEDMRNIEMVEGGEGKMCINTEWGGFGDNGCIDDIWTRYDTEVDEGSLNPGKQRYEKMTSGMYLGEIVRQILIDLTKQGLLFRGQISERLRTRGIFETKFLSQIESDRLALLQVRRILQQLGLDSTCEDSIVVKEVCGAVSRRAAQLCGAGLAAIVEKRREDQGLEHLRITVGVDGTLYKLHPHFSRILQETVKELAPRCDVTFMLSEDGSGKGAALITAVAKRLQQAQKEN
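Assay system: recombinant HKDC1 hexokinase; detection: coupled resazurin fluorescence, excitation 525 nm, emission 613 nm; benchmarks: DMSO-plus-enzyme-mix negative control, buffer-substituted positive control; compound dosing: single 20 µM dose; schedule: 90 min at room temperature in dark; also added: glucose plus 1 mM ATP as hexokinase substrates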
SENP8 block: SENP8 (human) protease inhibition. Q96LD8. recombinant SENP8, Nedd8 substrate fluorescence. inhibition, % at 20 µM. 0.64% of 360,000 active. AID 602440; in the data active = inhibition mostly above about 40%, no sharp cut-off; inactive = mostly below about 27%
SENP7 block: blocks the human protease SENP7 | AID 434973 | Q9BQF6 | inhibition, % at 5 µM | 1.5% of 330,000 active | recombinant SENP7, Z-RLRGG-aminoluciferin luminescence, 40 min;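 active = inhibition above about 50% at the single test dose, limit read from the data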;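 also: plate controls were DMSO with enzyme for no effect and no enzyme buffer wells for full effect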
PfGluPho inh: PfG6PD (Plasmodium falciparum) enzyme inhibition | PfGluPho enzyme, NADPH resazurin-diaphorase fluorescence | inhibition, % at 20 µM | 0.78% of 350,000 active | AID 504690;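 active = inhibition reaching at least a set limit at 20 µM in the primary screen, cut at about 59% in these data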;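 also: 0% = DMSO wells with substrate and 100% = DMSO wells lacking glucose-6-phosphate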
MPTP block: permeability transition pore inhibition; 1.4% of 360,000 active; inhibition, % at 10 µM; isolated mouse mitochondria, Ca2+ swelling absorbance, 30 min;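 active = inhibition of 50% or more, scaled per plate between neutral and stimulator controls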;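 also: 0% = DMSO wells given calcium and 100% = 1 mM EGTA wells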
GRIN3A LBD mod: modulators (binders) of human NR3A ligand-binding domain | NR3A LBD differential scanning fluorimetry, Tm shift; 0% = protein alone, 100% = glycine-bound protein | Tm shift relative to glycine control, % at 25 µM | 2.5% of 340,000 active | AID 1259313;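 active = melting temperature shift of at least 10% of the positive control shift, at one fixed dose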
* = called active by the depositor; i = inactive; / = no result given.

SMILES	SENP6 block	ATG4B inh	HKDC1 inh	SENP8 block	SENP7 block	PfGluPho inh	MPTP block	GRIN3A LBD mod
CCOC(=O)CSc1nnc(-c2ccc(S(=O)(=O)N3CCOCC3)cc2)n1-c1ccccc1	6	-3	-5	20	2	-11	-0.6	-6
COc1ccc(Cl)cc1NC(=O)CN(C)C(=O)c1cc2ccccc2cc1OC	-10	-9	-2	-59	3	11	0.0	-9
Cc1nn(C(=O)c2cccs2)c(C)c1CN1C(=O)c2ccccc2C1=O	-36	-5	-8	11	-1	-13	-0.5	8
Cc1ccc(CONC(=O)c2ccc(Cl)cc2)cc1	-13	-5	-4	8	9	-6	2.4	1
COc1ccc(NC(=O)CC(C)(C)C)c([N+](=O)[O-])c1	-32	3	-9	13	-15	5	-1.4	0
COc1ccc(S(=O)(=O)NCCSC(C)(C)C)cc1Cl	1	10	-1	7	0	8	-0.2	1
NCCc1nnc(SCc2ccccc2F)o1	-4	-8	-7	13	9	-4	3.1	1
Cc1onc(-c2c(Cl)cccc2Cl)c1C(=O)N=S(C)(=O)c1ccccc1 (stereo unspecified)	-7	3	5	41*	2	11	2.9	-1
C=CCc1ccc(OCc2ccc(C(=O)OC)o2)c(OC)c1	-6	-6	-7	12	-8	-6	0.4	-2
CN(C)CCCNC(=O)c1ccccn1	-4	0	-6	8	2	-2	-0.8	-1
Cn1c(N2CCCC2)nc2c1c(=O)n(Cc1ccc(F)cc1)c(=O)n2C	-1	-10	-1	14	4	3	3.2	2
CCOC(=O)N1CCN(C(=O)C2CC(c3ccc(F)cc3)=NO2)CC1 (stereo unspecified)	2	2	-2	16	7	-1	-1.4	-1
COc1ccc(CCNC(=O)C2CC2)cc1OC	-9	2	-5	1	-7	-26	-0.9	0
O=S(=O)(c1ccccc1)c1nc(Nc2ccccc2N2CCOCC2)sc1Cl	-5	-3	3	11	-5	7	1.2	-6
COc1ccc(OC)c(C=NNC(=O)c2ccc(NS(=O)(=O)c3cccs3)cc2)c1	-8	-11	5	i	7	-11	-0.2	2
CC(C)CC(=O)N1CCN(C(=O)c2cccc(F)c2)CC1	-1	-11	-5	13	-10	1	-5.5	-2
Cc1ccc(-c2csc(NCCn3c(C(F)(F)F)nc4ccccc43)n2)cc1	-6	-7	-1	10	14	10	2.3	0
COC(=O)C(NC(=O)CCc1c(C)nc2c(c(C)nn2-c2ccccc2)c1C)C(C)C (stereo unspecified)	-7	-10	-1	-182	-10	-2	0.7	-2
COc1ccc(CCNS(=O)(=O)c2ccc3c(c2)CC(C)N3C(C)=O)cc1OC (stereo unspecified)	-7	-2	-1	26	9	2	-0.8	0
CSCCC(CO)NC(=O)OCc1ccccc1 (stereo unspecified)	-22	-10	3	22	-9	-1	4.1	-1
CC1(C)CC(=O)C=C(Nc2ccc(S(N)(=O)=O)cc2)C1	-13	7	-6	-11	8	-4	-0.5	1
Cc1ccc(C(=O)NCC(=O)OCn2nnc3ccccc3c2=O)cc1	-7	-6	4	4	4	7	-0.9	2
COc1ccc(CCNC(=O)c2cc3c(=O)n(C)c4ccccc4c3n2C)c(OC)c1	-10	-18	14	-14	-3	31	0.7	3
COCCN1CCN(c2cc(-c3ccccc3)nc3cc(-c4cccc(F)c4)nn23)CC1	2	-19	5	-474	-2	15	1.6	-1
Cc1ccc(NC(=O)c2ccc(S(=O)(=O)N3CCCCC3)cc2)cc1	-9	1	-10	8	-1	6	0.7	2
O=S(=O)(NCC1CCCN(Cc2ccccc2)C1)c1cccc2cccnc12 (stereo unspecified)	-9	-10	-7	5	-4	-5	-1.2	-2
CCOC(=O)N1CCN(CC(=O)Nc2cc(OC)c(OC)cc2C#N)CC1	-2	4	0	25	-2	-7	21	1
COc1cccc(S(=O)(=O)Nc2ccc(C(=O)N3CCOCC3)cc2)c1	1	2	-2	2	4	-10	-0.2	1
O=C(Cn1nc(Cc2cccnc2)c2ccccc2c1=O)Nc1ccc2c(c1)OCO2	-14	1	2	0	18	-19	0.8	3
CCn1c(COc2cccc(C)c2)nnc1SCC(=O)CC(=O)Nc1ccccc1OC	-1	-5	-1	13	-5	-36	1.7	-3
Cc1cccc(-c2nnc(SCC(=O)NCc3ccc4c(c3)OCO4)n2C)c1	-19	-10	-2	22	11	9	1.0	0
O=C(Nc1nc(-c2cccc3ccccc23)cs1)c1ccc2c(c1)S(=O)(=O)c1ccccc1C2=O	4	2	-18	14	1	-19	-0.8	0
COc1ccccc1N(C)S(=O)(=O)c1ccc(Cl)c(C(=O)Nc2ccccc2N2CCOCC2)c1	/	-62	-2	1	/	8	-0.4	1
CCCCn1c(SCC(=O)Nc2ccc(NC(C)=O)cc2)nc2ccccc2c1=O	9	4	-5	12	9	-15	1.6	33*
COCCCNC(NC(=O)c1ccc(Br)cc1)C(Cl)(Cl)Cl (stereo unspecified)	-6	-3	-8	1	7	8	7.7	1
CCN(CC(=O)Nc1c(F)cccc1F)C(=O)C1CC(=O)N(c2ccccc2OC)C1 (stereo unspecified)	-4	-5	-5	12	-12	7	-0.7	0
COc1ccc(NC(=O)c2cc3ccc4c5ccccc5[nH]c4c3cc2O)cc1	13	0	-3	-313	2	5	6.0	230*
CC(OC(=O)COc1ccc(C#N)cc1)C(=O)c1ccccc1 (stereo unspecified)	-9	-8	0	3	3	-15	0.0	0
O=C(COc1ccc2c(c1)OCO2)NC12CC3CC(CC(C3)C1)C2	-19	-15	3	-2	2	5	0.0	-2
COc1ccc(N2CCN(C(=O)Cn3nnc(-c4ccc(OC)c(OC)c4)n3)CC2)cc1	5	-5	-6	16	-4	-6	-1.1	7

In the list so far, two have a cyano group:
SMILES	SENP6 block	ATG4B inh	HKDC1 inh	SENP8 block	SENP7 block	PfGluPho inh	MPTP block	GRIN3A LBD mod
CCOC(=O)N1CCN(CC(=O)Nc2cc(OC)c(OC)cc2C#N)CC1	-2	4	0	25	-2	-7	21	1
CC(OC(=O)COc1ccc(C#N)cc1)C(=O)c1ccccc1 (stereo unspecified)	-9	-8	0	3	3	-15	0.0	0

(listing goes on)
SMILES	SENP6 block	ATG4B inh	HKDC1 inh	SENP8 block	SENP7 block	PfGluPho inh	MPTP block	GRIN3A LBD mod
CCOC(=O)C1(Cc2ccc(OC)cc2)CCN(C(=O)Cn2cnnn2)CC1	-1	6	3	3	-5	5	1.6	0
O=C(Nc1cccc(C(=O)N2CCOCC2)c1)C1CCCC1	/	0	-7	5	/	6	1.1	2
COc1ccccc1NC=C1C(=O)OC2(CCCCC2)OC1=O	-10	-7	-4	-77	-5	-2	-0.5	-1
Cc1cccc(CN2CCN(c3nc4nonc4nc3NC3CC3)CC2=O)c1	-2	13	1	8	-8	-16	0.7	2
COc1ccc(CC(=O)NC(c2ccccc2)c2ccccc2)cc1S(=O)(=O)N1CCOCC1	-4	-5	-4	16	2	2	-1.5	2
O=C(OCC(=O)c1ccc(Cl)cc1Cl)c1cnccn1	10	1	0	8	-7	-23	0.2	0
Cc1ccc(S(=O)(=O)Nc2cncnc2NS(=O)(=O)c2ccc(C)cc2)cc1	/	1	-5	7	/	7	-0.1	-2
Cc1nc2c([nH]c3ccccc32)c(=O)n1N	9	-6	-6	-44	6	21	-2.4	0
O=c1[nH]c2cc3c(cc2cc1CN(Cc1cccnc1)Cc1nnnn1Cc1ccco1)OCCO3	11	2	5	-272	0	27	-1.5	1
O=C(CCNS(=O)(=O)c1cccc2nsnc12)NCCC1=CCCCC1	-22	-8	4	16	-5	-19	-0.2	1
Cc1cc(C)c(S(=O)(=O)N2CCN(S(=O)(=O)N3CCC(C)CC3)CC2)c(C)c1	-20	0	-2	2	2	3	1.1	2
CC(=O)C1=C(O)C(=O)N(Cc2ccco2)C1c1ccccc1 (stereo unspecified)	-14	-1	10	0	1	15	0.2	1
N#Cc1c(/N=C/c2ccc(Br)s2)sc2c1CCC2	/	3	2	17	/	24	-2.1	1
COc1cc(C(=O)OCC(=O)N2CCC(Cc3ccccc3)CC2)cc(OC)c1OC	1	-1	-4	8	-4	7	-2.7	1
O=C(CN1C(=O)NC2(CCCC2)C1=O)NCCc1ccccc1	-17	-2	-4	7	-16	-6	-0.3	2
COc1ccccc1NC(=O)Nc1ccc(N2CCOCC2)cc1	64*	-5	-4	11	56*	-1	-1.0	-19
COc1cccc(C(=O)/C=C/Nc2cc(C)ccc2O)c1	92*	8	6	-15	101*	15	11	-9
CCC(C)(C)n1nnnc1C(c1cccs1)N1CCN(Cc2ccccc2)CC1 (stereo unspecified)	1	-7	9	11	-9	-8	-0.2	-5
CC1(C)N=C(c2cccc(F)c2)C(=O)N1	-8	-6	1	-3	-3	2	-1.1	1
COc1ccc(OCc2nnc(SCC(=O)N3CCCCC3)o2)cc1	-14	3	-4	15	5	-12	-1.0	-2

The list goes on, overlapping the part above by 2 compounds.
SMILES	SENP6 block	ATG4B inh	HKDC1 inh	SENP8 block	SENP7 block	PfGluPho inh	MPTP block	GRIN3A LBD mod
CC1(C)N=C(c2cccc(F)c2)C(=O)N1	-8	-6	1	-3	-3	2	-1.1	1
COc1ccc(OCc2nnc(SCC(=O)N3CCCCC3)o2)cc1	-14	3	-4	15	5	-12	-1.0	-2
Cc1ccc(C(=O)Nc2cnc3sc(C)nn3c2=O)cc1	-7	-6	-9	5	1	-8	-3.8	-2
COc1ccc(C)cc1NC(=O)c1ccc(CN2CCc3ccccc3C2)cc1	0	4	5	11	-3	-15	-0.3	0
Cc1cc(S(=O)(=O)NCc2ccccc2)ccc1OCC(=O)Nc1cccc([N+](=O)[O-])c1	-3	18	-6	13	-2	16	25	11*
CC1CCCCC1NC(=O)COC(=O)COc1ccc(Cl)cc1 (stereo unspecified)	12	1	-2	15	10	0	-5.2	2
Cc1cccc(-n2c(-c3ccc(Br)o3)n[nH]c2=S)c1	0	1	-2	8	4	33	2.3	1
Cc1ccc(NC(=O)Cc2ccccc2Cl)cc1S(=O)(=O)N(C)C	-14	-15	3	-4	-12	4	6.3	-2
COc1cc2nc(SCC(=O)NCCc3ccccc3)n(Cc3ccco3)c(=O)c2cc1OC	0	-6	-1	11	6	20	3.5	0
C=Cc1ccc(CN2CCCN(Cc3ccc(Cl)cc3)S2(=O)=O)cc1	-2	4	3	10	2	8	2.4	2
COc1ccc(NC(=O)[C@H](C)NC(=O)C2CCN(S(=O)(=O)c3ccc(C)cc3)CC2)cc1OC	-18	-4	-1	5	-5	-6	-1.0	-1
O=C(NCCc1cccc(Cl)c1)c1cccc([N+](=O)[O-])c1	-2	2	15	12	7	10	-0.7	-1
Cc1cc(C)c(S(=O)(=O)N2CCN(C(=O)c3c(C)noc3C)CC2)c(C)c1	-7	-12	-2	6	-4	-10	-0.8	0
O=C(CSc1nnc(-c2ccco2)n1CC1CCCO1)N1CCCCC1 (stereo unspecified)	-1	1	-7	8	4	-2	-3.7	1
CCc1onc(C)c1C(=O)Nc1cc(C)ccc1OC	5	5	1	18	-3	-26	-1.4	0
Cc1c(NC(=O)Nc2ccc(Cl)cc2Cl)c(=O)n(-c2ccccc2)n1C	-3	2	2	7	-4	-4	1.3	1
CCOC(=O)N1CCN(S(=O)(=O)c2ccc(OC)c(Br)c2)CC1	-5	4	4	20	7	-16	1.5	-3
CCc1nnc(/N=C/c2c(O)n(-c3ccc(Cl)cn3)c(=O)c3ccccc23)s1	29	4	-8	-258	3	-17	-3.5	2
O=C(CCCN1C(=O)/C(=C/c2ccccc2)SC1=S)Nc1ccccc1O	-6	14	-7	14	-4	-5	1.8	9
O=C(Cn1nnc(-c2ccncc2)n1)Nc1ccc2c(c1)CCC2	-2	-9	1	-13	11	9	-3.1	0
COc1ccc(NC(=O)CCNC(=O)Cn2ccc3ccccc3c2=O)cc1Cl	-6	-2	-7	-17	3	10	3.8	0
CN(C)C=C1C(=O)c2ccccc2C1=O	5	-3	17	-19	11	14	0.9	-7
C=CCOc1ccc(CNCc2cccnc2)cc1OCC	-24	-1	-6	-6	2	11	0.1	-1
O=S(=O)(c1cccc2nsnc12)N1CCc2ccccc2C1	-6	-5	11	18	2	-9	-1.1	0

Outcome played no part in choosing rows, and some 6.9% of all compounds hit somewhere here.
